Screens (PubChem BioAssay)
CYP2C9 inh = human CYP2C9 inhibition; CYP2C9 Supersomes, luciferin-H conversion, luminescence; P11712; AID 777; inhibition, % at 5 µM; 96,000 compounds, 20% hits;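 active means blocking of liver enzyme CYP2C9 beyond about 50% at 5 µM, limit read from the data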; further: values of inactives mirror those of a sister screen read the other way
CYP2C19 activ = increases human CYP2C19 enzyme activity; P33261; recombinant CYP2C19, luciferin-H EGE luminescence; active compounds read high; 0 = fully inhibited enzyme, 1 = untreated enzyme; activation factor at 5 µM; 96,000 tested, under 10 active;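 active means activation factor of at least 2 at 5 µM in the primary screen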;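 further: 0 = wells with 2.5 mM tranylcypromine and 1 = vehicle-only wells; values of inactives mirror those of a sister screen read the other way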
CD11b adhes enh = enhancers of human CD11b/CD18 binding to fibrinogen | AID 1499 | P05107+P11215 | K562 CD11b/CD18 adhesion to fibrinogen, ATPlite luminescence | activation, % at 10 µM | 93,000 compounds, 0.07% hits;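 active means 10 µM primary screen giving 50% or more activity, confirmed by 40% or more on retest at that dose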; further: strong numbers were not always called active; reference of the scale not given here
Target sequence (P05107 whole entry, looked up, other chains not shown): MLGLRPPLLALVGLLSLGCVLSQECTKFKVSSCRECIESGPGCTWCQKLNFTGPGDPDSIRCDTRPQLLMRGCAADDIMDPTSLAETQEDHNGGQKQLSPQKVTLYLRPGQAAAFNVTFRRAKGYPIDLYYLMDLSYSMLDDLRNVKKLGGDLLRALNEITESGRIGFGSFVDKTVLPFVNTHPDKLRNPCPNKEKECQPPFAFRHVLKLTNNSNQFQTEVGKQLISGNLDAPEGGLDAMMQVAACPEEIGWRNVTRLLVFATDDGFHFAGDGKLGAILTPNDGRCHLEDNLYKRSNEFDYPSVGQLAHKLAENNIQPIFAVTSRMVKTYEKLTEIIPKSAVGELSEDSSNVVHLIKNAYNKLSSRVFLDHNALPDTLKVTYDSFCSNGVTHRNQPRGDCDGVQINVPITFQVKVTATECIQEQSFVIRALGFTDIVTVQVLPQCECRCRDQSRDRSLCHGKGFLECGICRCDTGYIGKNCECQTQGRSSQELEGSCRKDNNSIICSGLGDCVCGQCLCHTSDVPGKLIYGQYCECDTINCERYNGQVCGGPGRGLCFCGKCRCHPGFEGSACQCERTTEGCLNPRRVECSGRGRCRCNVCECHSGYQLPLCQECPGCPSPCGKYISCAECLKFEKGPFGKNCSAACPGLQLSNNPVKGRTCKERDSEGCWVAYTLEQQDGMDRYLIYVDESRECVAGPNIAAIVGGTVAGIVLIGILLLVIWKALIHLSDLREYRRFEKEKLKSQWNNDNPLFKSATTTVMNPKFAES
CYP2C9 act = activators of human CYP2C9; P11712; recombinant CYP2C9, luciferin-H conversion, luminescence; active compounds read high; factor 1 = untreated enzyme, 0 = blocked; activation factor at 5 µM; 96,000 compounds, 1.4% hits;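 active means activation factor of 2 or more for CYP2C9 at a 5 µM dose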;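 further: 0 = sulfaphenazole-blocked wells and 1 = vehicle-only wells; values of inactives mirror those of a sister screen read the other way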
CYP2C19 inh = inhibitors of human CYP2C19; inhibition, % at 5 µM; CYP2C19 Supersomes, luciferin-H EGE luminescence, 30 min; 96,000 compounds, 21% hits;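 active means CYP2C19 inhibition above a set limit at 5 µM in the primary screen, cut at about 50% in these data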;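 further: plate controls were negative control wells for no effect and 2.5 mM tranylcypromine positive control for full effect; values of inactives mirror those of a sister screen read the other way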
MT1-MMP txn act = activates MT1-MMP transcription; HT1080 MT1-MMP promoter luciferase reporter, luminescence, overnight; active compounds read high; activation factor at 10 µM; 86,000 compounds, 0.16% hits;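 active means activation factor of at least 2 for MT1-MMP transcription at 10 µM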
PLAP act = activates human placental alkaline phosphatase. purified PLAP enzyme, luminescent substrate read-out; active compounds read high. P05187. 96,000 compounds, 1.2% hits. activation fold at 20 µM; in the data active means activation fold above about 2
PTK2B oligo ant = antagonists of human Pyk2 oligomerization; Q293 cells, Pyk2 FERM NanoBiT luminescence; active compounds read low; z-score (the deposit names both 25 µM and 10 µM); 99,000 compounds, 0.83% hits;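 active means Z-score of -3 or lower, scaled per plate to the spread of control and sample wells; inactive means z-score above -3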;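 further: negative z-score means lost luminescence so less FERM oligomerization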
Mac1 fbg inh = CD11b/CD18-fibrinogen binding inhibition | P05107+P11215 | K562 CD11b/CD18 adhesion to fibrinogen, ATPlite luminescence; Mn2+ added to activate the integrin | inhibition, % at 10 µM | 93,000 compounds, 0.54% hits;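 active means primary inhibition of 50% or more at 10 µM, then 40% or more on retest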; further: some results filed as inactive read as strong as hits
* hit, by the source's call; . = not tested or not shown.

CYP2C9 inh	CYP2C19 activ	CD11b adhes enh	CYP2C9 act	CYP2C19 inh	MT1-MMP txn act	PLAP act	PTK2B oligo ant	Mac1 fbg inh	molecule
12	1.1	-4	0.9	-12	0.9	1.4	-0.88	-6	CC(C)n1c(SCC(=O)N2c3ccccc3Sc3ccccc32)nc2c1c(=O)n(C)c(=O)n2C
46	0.9	2	0.5	14	1.3	1.2	0.12	-4	O=C(CCn1nnc2ccccc21)Nc1nnc(Cc2ccccc2)s1
35	0.3	-2	0.6	69*	1.2	1	0.54	6	CC(C)C(OC(=O)c1ccco1)C(=O)NCc1cccs1 (centres undefined)
3	0.9	2	1	10	.	1.4	.	-9	c1ccc(-c2nnc3ccc(N4CCCC4)nn23)cc1
87*	0.3	-4	0.1	70*	.	1.7	1.1	15	O=C(NCCCN1CCN(c2cccc(Cl)c2)CC1)c1nc(-c2ccncc2)no1
-16	1	1	1.2	-2	1	1	0.82	-24	CCOC(=O)C1=C(C)NC(=O)C1(NC(=O)c1cccnc1)C(F)(F)F (centres undefined)
69*	0.8	0	0.3	23	1	1.1	-0.86	-5	Cc1cc(Nc2ccccc2)n(-c2nc3ccccc3[nH]2)n1
51*	0.8	.	0.5	19	.	1	.	.	O=C(NCC1CCCO1)c1onc(CSc2ccc(Cl)cc2)c1C(=O)O (centres undefined)
-3	1.1	.	1	-6	.	1.1	.	.	Cc1cc2cc(C)c3nnc(SCC(=O)N4CCc5ccccc54)n3c2cc1C
22	0.7	-3	0.8	32	1.1	1.1	0.01	-28	COc1ccc(NC(=O)C2=C(C)C(=O)OC23CCC(C)CC3)cc1Cl (centres undefined)
-74	0.8	2	1.7	24	.	1	-0.31	-6	CC(C)=C1C2CCC1C1C(=O)N(c3nc(-c4ccc(F)cc4)c(C)s3)C(=O)C21 (centres undefined)
-14	0.9	.	1.1	8	.	1.1	2.5	.	O=C(NCCN1CCOCC1)N1c2ccccc2Sc2ccccc21
39	1	.	0.6	2	.	1.1	-2.6	.	Nc1[nH]n2c(=O)cc(-c3ccccc3)nc2c1N=Nc1ccccc1
53*	0.3	-3	0.5	75*	1	0.9	-0.2	-1	Nc1nonc1-c1nc2ccccc2n1Cc1ccc(Cl)cc1
13	0.9	-5	0.9	5	1.1	0.9	-0.87	-10	CC1CCN(C(=O)CSc2nncn2C)CC1
-5	1	2	1.1	0	.	0.9	-0.12	-18	CC1CN(C(=O)/C=C/c2ccc3c(c2)OCO3)CC(C)O1 (centres undefined)
33	0.6	4	0.7	39	1	0.8	0.77	-9	COC(=O)CSc1ccc2c(N)c(C(=O)OC)sc2c1
77*	0.1	.	0.2	85*	.	1.3	-0.79	.	C=CCc1ccc(OCCOCCOc2ccccc2[N+](=O)[O-])c(OC)c1
83*	0.3	-2	0.2	73*	1.2	1.5	-1.4	4	O=S(=O)(c1ccc(S(=O)(=O)N(Cc2cccs2)CC2CCCO2)cc1)N1CCCCC1 (centres undefined)
28	0.7	-3	0.7	29	1.3	0.9	-0.52	-21	C1=C(c2ccccc2)Nc2nnnn2C1c1cccs1 (centres undefined)
85*	1.1	9	0.1	-13	.	1	.	-18	O=C(CSc1ccc2nnc(-c3ccc(Cl)cc3)n2n1)N1CCc2ccccc21
-29	1	.	1.3	1	1.1	0.9	1	.	CNc1oc(-c2cccs2)nc1C#N
48	0.8	-5	0.5	16	.	0.8	0.07	8	CC(C)CC(=O)Nc1ccc(C(=O)Cn2nc(C(=O)O)c3ccccc3c2=O)cc1
34	1	17	0.7	0	1.3	2.3*	.	24	CCc1ccc2nc(NC(=O)c3ccc4c(=O)[nH]c(CN5CCOCC5)nc4c3)sc2c1
26	0.9	61	0.7	11	1.2	1.2	0.9	0	O=C(Nc1ccc(Br)cc1Cl)c1cnccn1
-18	1.2	-5	1.2	-18	1.1	1.2	-0.26	6	Cc1ccc(OCC(=O)Nc2ccc3c(c2)nc(CCN2CCOCC2)n3C)cc1
56*	0.5	4	0.4	50*	1.2	1.7	0.85	5	CCOc1ccc(NC2=NCCC(=O)N2Cc2cccs2)cc1
25	0.9	.	0.8	15	.	0.9	-0.87	.	FC(F)(F)c1nc2ccccc2n2c(-c3c(Cl)cccc3Cl)nnc12
34	0.7	-4	0.7	34	1	0.9	-0.29	7	NS(=O)(=O)c1ccc(CCNC(=O)Nc2ccc(Cl)c(Cl)c2)cc1
-24	0.9	.	1.2	9	1.4	1.1	-0.23	.	COc1cccc(-c2cc(C(=O)N3CCCCC3C)no2)c1 (centres undefined)
82*	0.2	-3	0.2	79*	1.2	1.2	-0.86	3	COc1cc(Cl)ccc1NC(=O)COc1ccccc1C(=O)N1CCN(c2ccc(O)cc2)CC1
40	0.8	-2	0.6	23	1.2	1	-0.09	2	COc1ccc(N2CCN(c3nc4ccccc4n3CC(=O)c3ccccc3)CC2)cc1
11	0.8	.	0.9	17	.	1	0.09	.	Cc1ccc(-c2cc(-c3ccccc3)nc(Cl)n2)cc1
3	1	1	1	-1	1.4	1	-0.36	9	CSc1snc(SCC(N)=O)c1C#N
18	0.4	0	0.8	58*	1.2	1	-0.12	0	O=c1[nH][nH]c(C(F)(F)F)c1C=NCc1ccc(Cl)cc1
18	1	-4	0.8	4	1.1	0.9	0.38	-12	O=C(CCN1CCOCC1)c1ccccc1
43	0.7	-6	0.6	29	1.2	1.1	-0.17	19	CC(=O)Nc1ccc(S(=O)(=O)N2CCCN(S(=O)(=O)c3ccc(C)cc3)CC2)cc1
0	1	4	1	2	1.1	0.8	.	-13	COCCNC(=O)CN1CCN(Cc2cccc(Cl)c2)C1=O
-6	1	-2	1.1	2	1.1	1.1	-0.39	0	CC(=O)OCc1cc(=O)n(C)c(=O)n1C
15	0.4	-1	0.8	57*	1	1.2	0	2	COc1ccc(NC(=O)C2CC(=O)OC23CCOC(C)(C)C3)cc1 (centres undefined)

Some of the entries above in a different format.
SMILES	CYP2C9 inh	CYP2C19 activ	CD11b adhes enh	CYP2C9 act	CYP2C19 inh	MT1-MMP txn act	PLAP act	PTK2B oligo ant	Mac1 fbg inh
O=C(CCN1CCOCC1)c1ccccc1	18	1	-4	0.8	4	1.1	0.9	0.38	-12
CC(=O)Nc1ccc(S(=O)(=O)N2CCCN(S(=O)(=O)c3ccc(C)cc3)CC2)cc1	43	0.7	-6	0.6	29	1.2	1.1	-0.17	19
COCCNC(=O)CN1CCN(Cc2cccc(Cl)c2)C1=O	0	1	4	1	2	1.1	0.8	.	-13

One compound at a time (already shown). Values in the order: CYP2C9 inh, CYP2C19 activ, CD11b adhes enh, CYP2C9 act, CYP2C19 inh, MT1-MMP txn act, PLAP act, PTK2B oligo ant, Mac1 fbg inh
Shown for COc1ccc(N2CCN(c3nc4ccccc4n3CC(=O)c3ccccc3)CC2)cc1 = 40, 0.8, -2, 0.6, 23, 1.2, 1, -0.09, 2
Shown for O=C(CCN1CCOCC1)c1ccccc1 = 18, 1, -4, 0.8, 4, 1.1, 0.9, 0.38, -12

New compounds follow:
CYP2C9 inh	CYP2C19 activ	CD11b adhes enh	CYP2C9 act	CYP2C19 inh	MT1-MMP txn act	PLAP act	PTK2B oligo ant	Mac1 fbg inh	molecule
39	0.8	71	0.6	20	0.3	1.1	.	10	C/C=C/COC(=O)c1[nH]c2c(c1C)C(=O)CC(c1ccco1)C2 (centres undefined)
56*	0.8	11	0.4	24	1.1	0.9	0.25	-14	COc1ccc(CC(=O)n2nc(-c3ccccc3)nc2NCc2ccco2)cc1
13	1	.	0.9	0	1.1	1	-0.14	.	COCCCNCC(=O)c1c(N)n(Cc2ccccc2)c(=O)n(C)c1=O
25	0.9	.	0.8	10	.	0.9	-0.81	.	O=C(NC(NC1CCS(=O)(=O)C1)C(Cl)(Cl)Cl)c1ccc(Br)cc1 (centres undefined)
0	1	0	1	4	1.1	1.1	1.1	1	O=C(NCc1ccccn1)c1ccc(Cn2cc(Br)cn2)o1
47	0.8	3	0.5	24	1.1	1.6	-1	21	Cc1nn(Cc2ccc(Cl)cc2)c(C)c1NC(=O)c1noc2c1CCCCC2
43	0.8	-2	0.6	22	1.1	0.9	0.88	1	CCOC(=O)c1cccc(NC(=O)CCn2cccc2)c1
-12	1	2	1.1	-4	1.1	0.9	0.57	0	O=C(CN1C(=O)NC2(CCCCCCC2)C1=O)N1CCOCC1
-20	0.8	-3	1.2	20	0.6	1	-0.95	-32	COc1cc2c(cc1OC)CN(C(=O)c1cc(=O)c3ccccc3o1)CC2
46	0.5	-1	0.5	45	0.8	1	-0.06	-6	O=C(c1cccc(Cl)c1Cl)N1CCN(c2ccccn2)CC1

PLAP act: what is marked active above.
CYP2C9 inh	CYP2C19 activ	CD11b adhes enh	CYP2C9 act	CYP2C19 inh	MT1-MMP txn act	PLAP act	PTK2B oligo ant	Mac1 fbg inh	molecule
34	1	17	0.7	0	1.3	2.3*	.	24	CCc1ccc2nc(NC(=O)c3ccc4c(=O)[nH]c(CN5CCOCC5)nc4c3)sc2c1

Next section.
CYP2C9 inh	CYP2C19 activ	CD11b adhes enh	CYP2C9 act	CYP2C19 inh	MT1-MMP txn act	PLAP act	PTK2B oligo ant	Mac1 fbg inh	molecule
49	0.7	.	0.5	34	1.2	1.1	0.92	.	CCCCCOc1ccccc1C(=O)NCCC(=O)O
-20	1	.	1.2	0	1.1	1	0.71	.	COC(=O)C1=C(C)Nc2ncnn2C1c1cccnc1 (centres undefined)
4	1.1	1	1	-12	1.1	0.9	-0.59	3	O=C(NCCc1ccccc1)C1CCCN(C(=O)NC2CCCCC2)C1 (centres undefined)
-18	1.1	.	1.2	-15	.	1.1	-1.1	.	CC(C)(C)NS(=O)(=O)c1ccc(NC(=O)c2cc(-c3ccccc3)nc3ccccc23)cc1
59*	0.9	-1	0.4	14	1	1.4	.	8	Cn1c(=O)c2c(nc(SCCCC#N)n2Cc2c(F)cccc2Cl)n(C)c1=O
-3	1.1	-2	1	-7	1.1	1	1.6	-11	O=C(O)C1CCCCC1C(=O)OCCCCOC(=O)C1CCCCC1C(=O)O (centres undefined)
16	0.7	0	0.8	26	1.1	1.1	1.5	-4	CCC(c1nnnn1Cc1ccccc1)N1CCN(C(=O)c2ccco2)CC1 (centres undefined)
-10	0.9	-1	1.1	9	1.2	0.8	0.49	0	Cc1ccc(S(=O)(=O)N2CCC(C(=O)Nc3ccc4c(c3)OCO4)CC2)cc1
